From PubChem BioAssay
JMJD2A Tudor inh = inhibitors of human JMJD2A Tudor domain; AlphaScreen JMJD2A-Tudor / H3K4me3 peptide binding; Potency, µM (highest dose often 114 µM), for inactives: top-dose activity change, negative = inhibition, usual class: inhibitors; 390,000 tested, 4.4% active; AID 504339; also: % is scaled to controls: 0 for no effect and ±100 for the full control effect; nearly all actives have a fitted effect of over 50% in size
Tb PGK inh = inhibitors of T. brucei phosphoglycerate kinase; P07378; PGK/GAPDH coupled, Kinase-Glo luminescence, 60 min; Potency, µM (series often up to 57.5 µM), for the others: at the top dose activity change, negative = inhibition, usual class: inhibitors; 380,000 tested, 0.043% active; also: % is scaled to controls: 0 for no effect and ±100 for the full control effect; nearly all actives have a fitted effect of over 60% in size
Target sequence (P07378 whole entry, looked up): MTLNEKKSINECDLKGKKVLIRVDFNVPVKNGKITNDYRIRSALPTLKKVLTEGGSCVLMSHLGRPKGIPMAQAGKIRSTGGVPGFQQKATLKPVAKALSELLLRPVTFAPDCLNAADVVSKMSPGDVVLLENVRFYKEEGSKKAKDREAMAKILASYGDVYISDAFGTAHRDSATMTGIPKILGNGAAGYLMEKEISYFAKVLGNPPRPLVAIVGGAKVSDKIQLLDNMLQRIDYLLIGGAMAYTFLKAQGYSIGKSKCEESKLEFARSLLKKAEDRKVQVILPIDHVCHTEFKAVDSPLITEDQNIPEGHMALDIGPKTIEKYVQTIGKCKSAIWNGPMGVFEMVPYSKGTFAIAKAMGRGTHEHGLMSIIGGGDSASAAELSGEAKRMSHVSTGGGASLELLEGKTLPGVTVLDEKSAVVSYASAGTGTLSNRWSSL
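Luminescent ATP detection (Kinase-Glo Plus) follows a 60-minute room-temperature incubation, with wells lacking PGK as controls. Buffer: 100 mM TEA (pH 7.6), 5 mM MgCl2, 0.01% Tween-20. Coupling enzyme GAPDH (100 nM final) supplies unstable 1,3-BPG in-well.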
G9a inh = blocks human histone lysine methyltransferase G9a; Q96KQ7; G9a H3K9 monomethylation, AlphaScreen, 2 h; Potency, µM (titrated, usually from 102 µM), without a hit: at the highest dose activity, negative = inhibition, hits mostly inhibitors; 350,000 tested, 8.8% active; also: % is scaled to controls: 0 for no effect and ±100 for the full control effect; nearly all actives have a fitted effect of over 75% in size
Target sequence (Q96KQ7 913-1193 limits assumed): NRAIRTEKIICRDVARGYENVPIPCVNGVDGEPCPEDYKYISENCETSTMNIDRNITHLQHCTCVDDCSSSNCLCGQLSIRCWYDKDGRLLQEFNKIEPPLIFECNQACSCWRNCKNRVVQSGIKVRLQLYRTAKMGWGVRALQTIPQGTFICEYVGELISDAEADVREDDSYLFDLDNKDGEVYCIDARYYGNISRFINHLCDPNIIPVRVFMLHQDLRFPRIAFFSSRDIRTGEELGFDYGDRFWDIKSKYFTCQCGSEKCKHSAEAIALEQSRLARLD
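Using a bead-based AlphaScreen, monomethylated H3K9 product from 2 h room-temperature reactions (G9a 20 nM, peptide 500 nM, SAM 20 uM) was detected with 0.5 ug/mL rabbit anti-H3K9me1 antibody.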
Pin1 inh = inhibitors of human Pin1 | Q13526 | 390,000 tested, 0.009% active | Pin1 FP peptide displacement, HiFluor488, 10 min | AID 504891 | Potency, µM (series often up to 115 µM), for the others: top-dose activity, negative = inhibition, actives largely listed as inhibitors; active = well fitted inhibition curve with a large enough effect in the polarisation, with a control signal flat, not every such curve was filed as active; inconclusive = small, poorly fitted or top-dose-only effect, or effect the other way, or a change in a side signal; inactive = no such curve, though single readings can be large or run the other way; the % refers to the polarisation; also: % is scaled to controls: 0 for no effect and ±100 for the full control effect
Target sequence (Q13526 whole entry, looked up): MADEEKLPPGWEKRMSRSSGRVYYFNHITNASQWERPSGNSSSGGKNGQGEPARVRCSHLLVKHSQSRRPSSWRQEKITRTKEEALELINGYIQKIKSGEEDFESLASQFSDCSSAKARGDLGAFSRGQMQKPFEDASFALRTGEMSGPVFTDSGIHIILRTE
BAZ2B block = BAZ2B (human) inhibition; Q9UIF8; AlphaScreen BAZ2B-H3K14Ac peptide displacement; Potency, µM (series often up to 114 µM), without a hit: top-dose activity change, negative = inhibition, hits mostly inhibitors; 360,000 tested, 4.4% active; AID 504333; also: % is scaled to controls: 0 for no effect and ±100 for the full control effect; nearly all actives have a fitted effect of over 60% in size
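BAZ2B (50 nM) with biotin-H3(5-23)K14Ac peptide (50 nM) in PBS pH 7.4, 0.01% Tween-20, preformed 30 min, then compound 30 min at room temperature; top concentration 110uM. AlphaScreen streptavidin donor/nickel chelate acceptor beads (10 ug/mL final), 20 min dark, signal read.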
BLM inh = Bloom syndrome helicase (human) inhibition. 350,000 tested, 0.2% active. AID 2528. recombinant BLM DNA unwinding, fluorescence dequenching. P54132. Potency, µM (top dose mostly 56.1 µM), without a hit: at the highest dose activity change, negative = inhibition, usual class: inhibitors;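 also: plate controls were vehicle for no effect and no enzyme for full effect; nearly all actives have a fitted effect of over 35% in size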
HP1b chromo inh = inhibitors of HP1-beta chromodomain binding to methylated histone tails; 390,000 tested, 0.56% active; P83916; AID 540317; Potency, µM (doses to about 114 µM), for inactives: top-dose activity change, negative = inhibition, hits mostly inhibitors; AlphaScreen HP1-beta / biotin-H3K9me3 peptide binding; also: nearly all actives have a fitted effect of over 70% in size; inactives centre near 23
Target sequence (P83916 whole entry, looked up): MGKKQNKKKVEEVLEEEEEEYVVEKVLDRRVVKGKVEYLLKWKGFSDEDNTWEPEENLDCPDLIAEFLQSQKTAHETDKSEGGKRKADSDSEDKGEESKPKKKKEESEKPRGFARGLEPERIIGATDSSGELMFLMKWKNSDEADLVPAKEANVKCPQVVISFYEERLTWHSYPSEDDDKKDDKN
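Compound inhibition of the preformed complex between 50 nM HP1-beta and 50 nM biotinylated H3K9me3 peptide was read by AlphaScreen. Buffer was PBS pH 7.4 with 0.01% Tween-20. Incubations ran 30 min at room temperature, with 10 ug/mL donor/acceptor beads.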
GLS inh = inhibitors of human glutaminase (GLS) | GLS enzymatic activity, qHTS titration | 410,000 tested, 0.21% active | O94925 | Potency, µM (highest dose often 45.5 µM), for the others: at the top dose activity change, negative = inhibition, hits mostly inhibitors; also: % is scaled to controls: 0 for no effect and ±100 for the full control effect
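Read-out is an Amplex red fluorescence increase coupled through glutamate oxidase and HRP, measured before and after 30 min room-temperature incubation. hKGA is in 45 mM KH2PO4 (pH 8.2) with 0.02% Tween-20; glutamine added as 1mM solution.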
POLI inh = blocks human DNA polymerase iota activity | Q9UNA4 | Pol iota fluorescent replication assay, 10 min | Potency, µM (titrated, usually from 115 µM), inactives show at the highest dose activity, negative = inhibition, most hits filed as inhibitors | 390,000 tested, 1% active | AID 588590
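Fluorescent replication assay read twice, at 0 min and 10 min after adding 50 nM (final) substrate. Enzyme (10 nM) and compounds were first incubated 15 min at room temperature; enzyme-free buffer wells were negative controls.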
* hit, by the source's call; i = inactive; ? = inconclusive; . = no result given; & = joins results of further samples; [ ] = another dose, or the depositor's remark. Unless noted, calls follow the shape of the dose curve; as a rule, active = well fitted curve in the direction sought with a large enough effect; inconclusive = small, poorly fitted or top-dose-only effect, or another doubt; inactive = no such curve, though single readings can be large; an effect the other way counts as inactive or inconclusive. Potency is read from the fitted curve at half-maximal effect. A portion of the library. The share of hits here may be higher or lower than overall.

smiles,JMJD2A Tudor inh,Tb PGK inh,G9a inh,Pin1 inh,BAZ2B block,BLM inh,HP1b chromo inh,GLS inh,POLI inh
CCOc1ccccc1NC(=O)COC(=O)Cc1ccsc1,-11%,-4%,-2%[2.33 µM],-1%,3%,.,28%,-2%,-27%
O=C(N/N=C/c1cccnc1)c1ccc(O)cc1,-15%,-9%,4%,-4%,-11%,1%,-7%,1%,5%
COc1ccccc1C(=O)Nc1ccon1,-14%,-10%,?,0%,-3%,-1%,11%,-9%,1%[58.9 µM]
O=C(COc1ccccc1Cl)N(Cc1cccc(F)c1)C1CCS(=O)(=O)C1 (configuration not stated),-16%,i,0%[59 µM],-2%,-2%,-2%,7%,-5%,-4%
Cn1c(=O)[nH]c(=O)c2c1nc(NCCO)n2CC(O)COc1ccccc1 (configuration not stated),2%,-9%,7%[59 µM],-1%,2%,2%,35%,1%,?
O=C(Nc1ccc(N2CCOCC2)cc1)c1cc(-n2cnnc2)ccc1Cl,-6%,i,21%[12.7 µM],-3%,-11%,-5%,15%,30%,28%
O=C(O)C1CCCN(S(=O)(=O)c2ccc(Br)cc2)C1 (configuration not stated),0%,-7%,?,2%,-2%,1%,60%[activator],-4%,5%
CN1c2ccccc2Sc2cc(N)ccc21,32µM*,i,1.1µM*,1%,28µM*,0%,?,48%[activator],8%
Cc1cccc(N2CCN(C(=O)CCNS(=O)(=O)c3ccc4c(c3)oc(=O)n4C)CC2C)c1 (configuration not stated),-6%,-6%,27%,3%,-13%,1%,29%,18%,81%[activator]
O=C(CCSc1nnc(-c2ccncc2)o1)Nc1ccccc1Cl,-12%,-7%,14%[59 µM],1%,?,-8%,8%,9%,3%
CCN(C(=O)CSc1nnc(C(C)N(C)C)n1-c1ccc(F)cc1)C1CCS(=O)(=O)C1 (configuration not stated),-13%,0%,-7%[59 µM],-4%,3%,.,34%,4%,18%
Cn1c(N)c(C(=O)CSc2nnc(C3CC3)n2-c2ccccc2)c(=O)[nH]c1=O,-8%,i,.,-4%,.,.,31%,5%,98%[activator]

Going on with the list:
smiles,JMJD2A Tudor inh,Tb PGK inh,G9a inh,Pin1 inh,BAZ2B block,BLM inh,HP1b chromo inh,GLS inh,POLI inh
CCOC(=O)CSc1nnc(CNC(=O)c2cccc(C)c2)n1C,1%,10%,12%,5%,10%,-5%,15%,3%,70%[activator]
CSc1nc(O)c(C(c2ccc(F)cc2)c2c(O)nc(SC)[nH]c2=O)c(=O)[nH]1,-3%,-6%,.,1%,.,.,52%[activator],22%,20%
CCN(CC(=O)Nc1c(F)cccc1F)C(=O)CCSc1ccc(F)cc1,-15%,-2%,8%,-3%,11%,.,-1%,3%,?
O=C(CN1CCCCC1)NC(=O)NC1CCCCC1,-4%,-6%,15%[12.7 µM],0%,?,.,27%,0%,?
CCOc1cc(C(=O)CCC(=O)OCC(=O)NC(=O)NCC(C)C)ccc1O,-14%,i,.,-9%,-13%,-1%,37%,10%,28%
CCC1(c2ccccc2)NC(=O)N(CC(=O)Nc2ccc(Cl)c(S(=O)(=O)N3CCCCC3)c2)C1=O (configuration not stated),-26%,-5%,-4%[12.7 µM],15%,-6%,.,-2%,-3%,-2%
Cc1ccccc1OCCOC(=O)c1ccc(S(=O)(=O)N2CCCC2)cc1,34%,9%,77%[activator][59 µM],?,29%,.,60%[activator],-1%,2%
CCOC(=O)c1ccc(Nc2nc(C(=O)OCC)nc3ccccc23)cc1,-12%&3%,1%&-1%,-5%[59 µM],?,-2%&-3%,1%&2%,61%&54%[activator],5%&-2%,?
Cc1cc(C)n(CC(=O)NC2CCCCC2)n1,0%,-5%,-3%[12.7 µM],-5%,11%,-3%,11%,-2%,-13%
CCOc1ccc(CN(C)C(=O)[C@H](C)NC(=O)c2ccco2)cc1OC,2%,-1%,16%,7%,-13%,-4%,36%,-5%,114%[activator]
CCOC(=O)C1(Cc2cccc(Cl)c2)CCCN(C(=O)c2c(CC)noc2C)C1 (configuration not stated),-10%,-2%,?,2%,6%,-1%,15%[57 µM],-25%,0%
CC(Sc1ccccc1)C(=O)N/N=C/c1ccccc1 (configuration not stated),-20%,-10%,.,-7%,.,.,38%,-2%,25%

(list continues)
smiles,JMJD2A Tudor inh,Tb PGK inh,G9a inh,Pin1 inh,BAZ2B block,BLM inh,HP1b chromo inh,GLS inh,POLI inh
COCCNCCCCOc1c(Cl)cc(C)cc1Br,3.2µM*,-3%,.,-2%,50µM*,27%,-17%,1%,22%
CC1CC(C)CN(CCCNC(=O)c2ccc3c(c2)ncn3C2CCCC2)C1 (configuration not stated),-1%,10%,-8%,9%,24%[57.1 µM],4%,43%[activator],4%,-3%
CC(C)(C)c1cc(Cl)ccc1OCCn1ccnc1,5µM*,1%,.,?,40µM*,-2%,?,8%,7%
Cc1ccc2cccc(O)c2[n+]1[O-],10µM*,-6%,?,3%,0%,-2%,11%,-1%,22%
CCC1(c2ccccc2)NC(=O)N(CC(=O)NC2CCCCCC2)C1=O (configuration not stated),3%,5%,.,-5%,.,.,41%[activator],-4%,51%[activator]
Cn1c(Nc2ccccc2)nc2ccccc21,-11%,-1%,?,-2%,-22%,-3%,6%,3%,-34%
COc1cccc(OC)c1NC(=O)CN1CCC(NC(=O)c2cccc(F)c2)CC1,7%,1%,8%[59 µM],-9%,-1%,1%,28%,0%,16%
O=C(N/N=C/c1cc2c(c([N+](=O)[O-])c1)OCO2)c1ccncc1,-10%,4%,.,-4%,1%,-5%,45%[activator],2%,128%[activator]
CCOC(=O)c1ccccc1NS(=O)(=O)c1c(C)nc2sccn2c1=O,-18%,-10%,13%,-3%,-3%,-3%,24%,1%,7%
Cc1cc(C)c(C#N)c(Nc2ccccc2C)n1,18%,i,.,-8%,2%,1%,62%[activator],-8%,33%[activator]
c1ccc(Cc2nnc3sc(-c4ccco4)nn23)cc1,?,-6%,35µM*,-10%,?,-16%,?,-14%,40µM*
O=C(Cc1ccccc1)NC1CCN(Cc2ccccc2)CC1,-9%,-2%,?,-5%,-15%,-6%,46%[activator],4%,28%

Whole records, looked up by structure:
Shown for `CC(C)(C)c1cc(Cl)ccc1OCCn1ccnc1` = JMJD2A Tudor inh: 5µM*; Tb PGK inh: 1%; G9a inh: .; Pin1 inh: ?; BAZ2B block: 40µM*; BLM inh: -2%; HP1b chromo inh: ?; GLS inh: 8%; POLI inh: 7%
Shown for `CCOC(=O)CSc1nnc(CNC(=O)c2cccc(C)c2)n1C` = JMJD2A Tudor inh: 1%; Tb PGK inh: 10%; G9a inh: 12%; Pin1 inh: 5%; BAZ2B block: 10%; BLM inh: -5%; HP1b chromo inh: 15%; GLS inh: 3%; POLI inh: 70%[activator]

Continued.
smiles,JMJD2A Tudor inh,Tb PGK inh,G9a inh,Pin1 inh,BAZ2B block,BLM inh,HP1b chromo inh,GLS inh,POLI inh
CCN(CC)c1nc(Nc2ccc([N+](=O)[O-])cc2)nc(N(CC)CC)n1,?,i,-9%,-5%,-35%,-14%,2%,-4%,-13%
CCOC(=O)c1cccc(NC(=O)c2ccccc2C)c1,4%,2%,2%,2%,2%,-4%,43%[activator],6%,-14%
Cc1cccc(C)c1NC(=O)CCn1cnc2ccccc2c1=O,-22%,-5%,37%[activator][12.7 µM],-1%,-5%,-5%,37%,15%,22%
CC1Sc2ccc(S(=O)(=O)CCC(=O)N3CCN(c4cccc(Cl)c4)CC3)cc2NC1=O (configuration not stated),?,-2%,.,17%,?,-14%,48%[activator],-9%,6%
O=C(NN=C1CCCC1)c1ccccc1OCc1ccc(Cl)cc1,-6%,-2%,-1%,4%,-14%,-2%,39%[activator],13%,3%
CCCNC(=O)Cn1c(=O)oc2cc(S(=O)(=O)N3CCCC3)ccc21,-26%,i,-10%,-2%,-24%,-3%,64%[activator],2%,25%
CCOC(=O)C1=C(CS(=O)(=O)c2ccc(F)cc2)NC(=O)NC1c1ccc(O)c(O)c1 (configuration not stated),-30%,-2%,14µM*,?,-34%,-4%,-21%,?,25µM*
COc1ccccc1CNC(=O)C1CCN(S(=O)(=O)c2cccc([N+](=O)[O-])c2)CC1,-5%,3%,12%[59 µM],0%,-9%,1%,25%,0%,126%[activator]
CCCCC(=O)Nc1ccc(S(=O)(=O)N2CCCCC2c2cccnc2)cc1 (configuration not stated),-10%,-6%,38%,-2%,-13%,-1%,31%,0%,27%
COC(=O)c1cccc(NC(=O)COc2cccc([N+](=O)[O-])c2)c1,-14%,3%,?,-1%,-27%,-4%,25%,1%,13%
Nc1ncnc2c1ncn2CCOc1ccccc1,-20%,7%,9%[59 µM],2%,-3%,0%,34%[activator],3%,10%
Cc1cc(C)c(C)c(S(=O)(=O)Nc2cccc(S(=O)(=O)Nc3ccccc3C(=O)O)c2)c1C,-17%,-2%,.,?,.,.,-6%,?,-6%

Further records.
smiles,JMJD2A Tudor inh,Tb PGK inh,G9a inh,Pin1 inh,BAZ2B block,BLM inh,HP1b chromo inh,GLS inh,POLI inh
COc1cc(/C=C(\C#N)C(=O)NCC2CCCO2)cc(OC)c1OC (configuration not stated),-13%,2%,-1%,1%,0%,-3%,-20%,-3%,36%[activator]
COc1ccc(CNC(=O)Cn2nc([N+](=O)[O-])cc2C)cc1,-13%,.,-7%,1%,1%,0%,20%,-1%,-5%
O=C(Nc1ccc(Br)cc1)C1CCC(=O)N1Cc1ccccc1Cl (configuration not stated),-14%[57.1 µM],-3%,39%[12.7 µM],1%,7%,-2%,30%,-4%,14%
CCOC(=O)C1CCCN(Cc2nc(N)nc(Nc3ccc(OC)cc3)n2)C1 (configuration not stated),20µM*,i,-8%[12.7 µM],-6%,?,-1%,-22%,41%[activator],11%
Cc1nn(C)c(C)c1CN(C(=O)C1CCC(=O)N(C2CCCCCC2)C1)C(C)C (configuration not stated),-5%,4%,19%[0.0925 µM],2%,-5%,0%,31%,4%,-13%
Cc1c(/C=N\NC(=O)C2(C)CC2(Cl)Cl)cnn1C (configuration not stated),-2%,-1%,12%[59 µM],-1%,6%,-1%,31%,1%,20%
